NPYLR7 agonist: agonists of mosquito NPYLR7 receptor, primary screen, cell-based, Aedes aegypti, calcium fluorescence, mosquito biting behavior; actives 0.15% (n = 270,000); activation, % at 10 µM; AID 1259423, 2018; Aedes aegypti neuropeptide Y-like receptor 7 (NPYLR7); HEK293T NPYLR7/Galpha15, GCaMP6s calcium fluorescence; in the data active = activation above about 40%;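 also: 0% = vehicle and 100% = reference agonist at the receptor; some compounds past the cut are filed as inactive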
hcGAS lum: Primary biochemical luminescence assay for human cyclic GMP-AMP synthase inhibitors | actives 0.081% (n = 290,000) | inhibition, % at 12.5 µM | recombinant h-cGAS, ATP depletion, Kinase-Glo luminescence;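 also: 0% = vehicle reaction and 100% = reaction without DNA for no activity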
Target sequence (Q8N884 whole entry, looked up): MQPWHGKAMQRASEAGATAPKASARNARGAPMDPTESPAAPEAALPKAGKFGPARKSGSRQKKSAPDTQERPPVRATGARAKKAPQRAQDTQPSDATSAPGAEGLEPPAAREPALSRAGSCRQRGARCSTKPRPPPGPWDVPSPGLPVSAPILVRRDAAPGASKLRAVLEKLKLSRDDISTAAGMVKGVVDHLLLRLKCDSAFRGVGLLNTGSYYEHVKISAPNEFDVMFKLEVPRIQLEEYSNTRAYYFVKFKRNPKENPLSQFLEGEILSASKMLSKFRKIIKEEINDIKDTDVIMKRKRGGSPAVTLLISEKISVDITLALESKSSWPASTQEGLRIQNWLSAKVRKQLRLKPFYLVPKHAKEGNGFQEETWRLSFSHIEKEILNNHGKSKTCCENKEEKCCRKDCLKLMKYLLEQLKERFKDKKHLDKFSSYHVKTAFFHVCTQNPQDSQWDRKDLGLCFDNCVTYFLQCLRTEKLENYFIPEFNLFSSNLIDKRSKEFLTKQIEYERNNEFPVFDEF
mcGAS inh: cyclic GMP-AMP synthase inhibitors, mouse, primary biochemical chemiluminescence | Q8C6L5 | recombinant cGAS, Kinase-Glo ATP depletion luminescence | inhibition, % at 12.5 µM | actives 0.15% (n = 160,000);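 also: 0% = negative control wells and 100% = reference inhibitor with no enzyme activity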
* marks the source's active call; other numbers are inactive results; / = not tested or not shown; & = joins results of further samples. Rule as the data show it, unless noted: active = inhibition above about 40%; inactive = the rest.

SMILES	NPYLR7 agonist	hcGAS lum	mcGAS inh
CCc1ccccc1N1C(=O)CSC1c1ccc(NC(=O)c2ccccc2F)cc1 (stereo not given)	/	-3	-3
CC1CN(S(=O)(=O)CCNC(=O)Nc2ccc(-n3cccn3)c(F)c2)CC(C)O1 (stereo not given)	13	-5	-15
COc1cccc(C(=O)N2CCN(c3cc(Cl)nc(SCC(=O)NC4CC4)n3)CC2C)c1 (stereo not given)	-2	-9	-5
O=C1CCc2cc(S(=O)(=O)NCc3ccccc3OC(F)F)c(F)cc2N1	-1	3	1
CC(Nc1ccc(S(=O)(=O)N2CCCC2)cn1)C1CC2CCC1C2 (stereo not given)	19	-10	/
C=CCn1c(=O)c2c(nc3n(CCCN4CCOCC4)c(C)c(C)n23)n(C)c1=O	/	-7	-9
c1ccc(-c2noc(CN(CC3CCC3)CC3CCCO3)n2)nc1 (stereo not given)	21&-12	-9&-6	/
O=C(c1cccn2c(=O)c3sccc3nc12)N1CCOCC1	-2	-3	/
CCC(NC(=O)c1ccccc1-c1ncn[nH]1)c1cc(C)ccn1 (stereo not given)	18	-9	/
CCCCOc1ccc(C2=N/C(=C\C(Br)=C\c3ccccc3)C(=O)O2)cc1	-2	-9	-6

(next part)
SMILES	NPYLR7 agonist	hcGAS lum	mcGAS inh
CCOC(=O)CCCC(=O)N1CCC(c2nc(-c3ccccc3Cl)no2)CC1	20	-7	-7
C[C@]12C=CC(=O)C=C1CCC1C3C[C@@H](O)[C@](O)(C(=O)CO)[C@@]3(C)C[C@H](O)[C@@]12F (stereo not given in full)	-9	-3	/
Cc1ccc(C2(c3noc(CN4CCN(c5nc6ccccc6o5)CC4)n3)CCCC2)cc1	4	-2	-7
O=C(CCn1cnc2ccccc2c1=O)Nc1cccc(Br)c1	5	-6	/
O=C1C(=O)N(Cc2cccnc2)C(c2ccncc2)C1=C(O)c1ccc(Cl)cc1 (stereo not given)	5	-4	-7
Cc1ccc(NC(=O)N(CCN2CCOCC2)CC(=O)N2CCc3sccc3C2COc2ccc(F)cc2)cc1 (stereo not given)	-1	-6	-6
CC(C)CC(NCc1cn[nH]c1-c1ccc(F)cc1)c1ncnn1C (stereo not given)	-6	5	-1
CC(C)(O)CSc1nc2ccccc2c(=O)n1Cc1ccco1	6	-2	/
CCN(CC)Cc1cnc2c(C(=O)N3CCC(Cn4cccn4)CC3)cnn2c1	2	-2	-10
CC1=NN(c2cccc(Cl)c2)C(=O)/C1=C\c1ccco1	-12	-5	8

(listing goes on)
SMILES	NPYLR7 agonist	hcGAS lum	mcGAS inh
COc1ccc(Cc2nnc(SCC(=O)Nc3cccc(C)c3)[nH]c2=O)cc1	-8	-2	-6
CCCN1C(=O)C(C)(C)COc2cc(NS(=O)(=O)c3cc(C)c(OC)c(C)c3)ccc21	14	-3	/
CCn1ncc(C(=O)NCc2scnc2-c2ccccc2)c1C	7	-5	/
Cc1cccc(S(=O)(=O)N2CCN(CCn3nc(-c4ccccc4)ccc3=O)CC2)c1	-7	-4	-7
CC(=O)N1N=C(c2ccccc2O)CC1c1cccs1 (stereo not given)	-3	-3	-8
Cc1cc(C=NNc2nc3ccccc3s2)c(C)n1-c1ccccc1	-3	-6	-4
CCCCCCN1N=C(C)Cn2c1nc1c2c(=O)n(CCCCCC)c(=O)n1C	0	-6	/
CCOC(=O)CCc1c(C)nc2ncnn2c1N1CCN(C(=O)Nc2cc(OC)c(OC)c(OC)c2)CC1	/	-3	-6
COc1ccc(N=Cc2cc([N+](=O)[O-])ccc2OC(F)F)cc1	3	-4	/
Cc1cc(C)c2oc(-c3ccc(NC(=O)c4cc([N+](=O)[O-])ccc4Cl)cc3)nc2c1	-5	-3	-3

Continuation.
SMILES	NPYLR7 agonist	hcGAS lum	mcGAS inh
CCOC(=O)C1(CCc2ccccc2)CCN(C(=O)CN2C(=O)CSC2=O)CC1	11	-4	-5
COc1nc(-c2ccc(F)cc2)n(-c2cccc(NC(=O)c3ccc([N+](=O)[O-])cc3)c2)n1	5	-3	-8
CC1CCCC(C)N1C(=O)c1ccc(C(=O)N2C(C)CCCC2C)nc1 (stereo not given)	3	0	/
Cc1cccc(C(=O)N2CCC(C(NC(=O)c3cccs3)C(=O)N3CCCCC3C)CC2)c1 (stereo not given)	-7	-5	-5
CCCOCCNc1nc(-c2ccc(OC)cc2)ncc1C(=O)OCC	27	-4	-5
O=C(NC1CCN(c2ccccc2C(=O)NCc2ccncc2)CC1)c1cccc(Br)c1	20	-7	-6
O=C(Nc1cccc(Cl)c1)Nc1scc2c1c(=O)oc1ccccc12	-7	-2	/
CCOCCOC(=O)C1=C(C)NC(=O)NC1c1ccccc1OCC (stereo not given)	-5	-1	0
O=c1cc(CN2CCCCCC2)nc2sc3c(n12)CCCC3	-2	-2	/
CCCCC(=O)N1CCN(c2ncnc3c2nnn3-c2ccccc2)CC1	-18	0	-3

Further entries follow:
SMILES	NPYLR7 agonist	hcGAS lum	mcGAS inh
COCc1[nH]n(-c2ccc(Cl)c(Cl)c2)c(=O)c1C1=C(N2CCOCC2)C(=O)N(C2CCCCC2)C1=O	4	-6	-6
CCc1nc2ccc(C(=O)NCCCn3ccnc3)cn2c1N(CC)Cc1ccc2c(c1)OCCO2	18	-5	-4
Cc1ccc(-c2noc(CSc3nc4cc5c(cc4c(=O)n3Cc3ccco3)OCO5)n2)cc1	-8	-1	-2
CCOC(=O)c1cc(-c2ccc(N3CCN(C(=O)c4cc(C)oc4C)CC3)cc2)n(-c2ccc(OC)cc2)n1	6	-2	-5
O=c1ccn([C@@H]2O[C@H](COP(=O)(O)OP(=O)(O)O)[C@@H](O)[C@H]2O)c(=O)[nH]1	-1	0	-4
Cc1ccc(CN2CCN(C3CCCC3)C(CCO)C2)o1 (stereo not given)	17	-8	-9
CCc1cccc(NC(=O)N(CCOC)Cc2ccc(OS(=O)(=O)c3cccc(C(F)(F)F)c3)cc2)c1	-1	1	-6
O=C(Nc1ccccc1)C1CCCN1C(=O)NCc1ccccc1 (stereo not given)	1	-2	/
Cc1nc2ccc(Nc3nccc(C(F)(F)F)n3)cc2s1	-3	5	/
CCOC(=O)CSCC(=O)Nc1ccc(S(=O)(=O)N2CCOCC2)cc1OC	-3	-3	-2

The list goes on:
SMILES	NPYLR7 agonist	hcGAS lum	mcGAS inh
O=C(CN1Cc2ccc(Nc3cccc(F)c3)nc2C1=O)NCCCn1ccnc1	6	-9	/
Cc1ccc(S(=O)(=O)c2cn(C)c3cc(N4CCC(C)CC4)c(F)cc3c2=O)cc1	-11	-5	-9
CC1(C)CC(=NNC(=O)CCc2cc(C(C)(C)C)c(O)c(C(C)(C)C)c2)CC(C)(C)N1	-11	-3	-7
O=S(=O)(NCc1ccco1)c1cccc2nonc12	5	-2	/
COc1cccc(CNC(=O)CCC2CCCN(C(=O)c3ccc(OC)o3)C2)c1 (stereo not given)	-5	4	/
CC1(C)SC(c2ccncc2)N[C@H]1C(=O)O (stereo not given in full)	-8	-5	/
CCOC(=O)CNC(c1ccccc1)c1cc(Br)ccc1NC(=O)c1ccccc1 (stereo not given)	0	-1	-7
CCCn1cnnc1CN(C)C(=O)c1ccoc1C	1	-7	-6
N=C1/C(=C/c2ccc(OC(=O)c3ccc(Cl)cc3Cl)cc2)C(=O)N=C2SC=CN12	0	-7	-4
COc1cccc(C(=O)Nc2cccc(-n3nc(OCC(C)C)nc3-c3ccco3)c2)c1	23	1	-8

The results go on:
SMILES	NPYLR7 agonist	hcGAS lum	mcGAS inh
Cc1c(C(=O)N2Cc3cnc(CC(C)C)nc3C2)cnn1-c1ccccn1	1	-4	-19
COc1ccc(OC)c(-c2cnc(-c3cccc(CNC(=O)c4cc(Cl)ccc4F)c3)[nH]2)c1	-5	0	-5
CCOC(=O)C1(Cc2ccccc2Cl)CCN(C(=O)C#Cc2ccccc2)CC1	8	-9	-14
O=C(NC1CCC(OC(=O)C2Cc3ccccc3O2)CC1)C1Cc2ccccc2O1 (stereo not given)	-1	-4	/
S=C(NCCc1ccccc1)N1CCn2cccc2C1c1ccncc1 (stereo not given)	2	-5	/
O=C(O)CCc1ncc(-c2c(F)cccc2F)o1	1	-9	/
Cc1ccc(C(CN2CCOCC2)N2Cc3nc4ccccc4c(=O)n3CC2=O)cc1 (stereo not given)	0	-5	/
O=C(c1ccc(S(=O)(=O)NCc2ccco2)cc1)N(Cc1ccc(F)cc1)C1CC1	2	3	-2
Cc1sc2nc(CCc3ccccc3)nc(N3CCN(C(=O)c4ccc(-c5ccccc5)cc4)CC3)c2c1C	14	-9	-6
CCC(=O)N1N=C(c2ccco2)CC1c1cn(-c2ccccc2)nc1-c1cccs1 (stereo not given)	6	-7	-3

Continued:
SMILES	NPYLR7 agonist	hcGAS lum	mcGAS inh
COc1cccc(Cc2nsc(Oc3cccc(C(=O)NCCc4ccc(Cl)cc4Cl)c3)n2)c1	9	-7	-5
Cc1cccc(C)c1OCCn1ccnc1-c1cnccn1	4	-8	-18
CN1CCN(Cc2n[nH]c(=O)n2CC2CCCCC2)CC1	26	-5	/
Oc1cc2c(cc1CN1CCCC1c1cccs1)OCO2 (stereo not given)	1	-3	/
Cc1ccc(CNC(=O)CSc2nc(=O)n3ccccc3n2)cc1	0	-1	-1
CCc1ccc(-c2nnn(CC(=O)NC(=O)NC(C)(C)C)n2)cc1	2	-11	/
O=C(Nc1ccc(F)c(F)c1)c1ccc(Br)s1	2	-11	/
COc1cc2ncnc(Nc3ccc(Oc4ccccc4)cc3)c2cc1OC	-20	3	/
COc1ccccc1CN(C)C(=O)Nc1ccccc1F	-2	-6	/
Cc1cccc(CSc2nc(Oc3cccc(Cl)c3)cc(C(C)C)n2)c1	4	-5	-4

Additional entries follow.
SMILES	NPYLR7 agonist	hcGAS lum	mcGAS inh
O=[N+]([O-])c1ccccc1C1c2cccn2CCCN1Cc1ccc(F)c(Cl)c1 (stereo not given)	4	-9	/
CC(C)(C)n1cc(C#N)cc1NC(=O)C1CC(c2cccc(F)c2)=NO1 (stereo not given)	-5	-9	/
COc1ccccc1OCc1cc(C(=O)N2CCC2c2ccccc2)n[nH]1 (stereo not given)	6	-2	2
CC(C)c1ccccc1OC1CC2CCC(C1)N2C(=O)c1ccc(CSc2nnnn2C)cc1 (stereo not given)	4	-11	-6
CC(C)COC(=NCCCN(C)C)NC(=O)c1ccc(F)cc1	-6	-5	-4
COc1ccc(C2c3cccn3-c3ccccc3N2C(=O)CN(C(=O)Nc2ccc(C#N)cc2)C2CC2)cc1 (stereo not given)	-5	-1	0
CSCC1CCN(C2CCN(c3c(F)cccc3F)C2=O)C1 (stereo not given)	2	-5	/
CC(=O)Oc1c(-c2ccc(N)cc2)c(-c2ccccc2F)nn1-c1ccc(F)cc1	34	-2	/
CCN(CC)Cc1ccc(C(=O)Nc2ccc(-c3noc(=O)[nH]3)cc2)cc1	-2	-1	-9
O=S(=O)(c1ccc(Cl)cc1C(F)(F)F)N1CCCC1c1nc2ccccc2[nH]1 (stereo not given)	1	-9	-6

Going on with the list.
SMILES	NPYLR7 agonist	hcGAS lum	mcGAS inh
CCCCN(C)c1ccc(C(=O)N2CCc3sccc3C2)cc1	4	-4	/
COc1ccccc1-c1nc(COC(=O)c2cccc(O)c2)cs1	4	-5	/
COCCNc1cc(C)nc2c3c(C)cc(C)nc3nn12	-2	-5	-8
Cc1ccc(OCCSc2nc3ccccc3n2CC(N)=O)cc1	1	2	-1
CC(C)(C)c1ccc(C2(C(=O)NC3CCS(=O)(=O)C3)CCCC2)cc1 (stereo not given)	12	-2	-5
COC[C@@H]1[C@@H](NC(=O)c2cnc(N3CCN(C)CC3)nc2C)[C@@H]2CCO[C@H]12	/	-18	-8
CCOC(=O)[C@H]1C[C@]2(CCCCNC2=O)N(C(=O)Cc2ccc(F)cc2)[C@H]1c1ccco1	0	2	-5
CCc1cccc2c(C(CC(=O)NCCc3ccccn3)c3cccc(OC)c3)c[nH]c12 (stereo not given)	15	-1	-6
COC(=O)c1ccc(CN2C(=O)C(C)ON=C2c2cccnc2)o1 (stereo not given)	14	-6	/
Fc1ccc(C2=CCN(c3nc(-c4ccncc4)nc4c3CNC4)CC2)cc1	23	-7	-17

Next section.
SMILES	NPYLR7 agonist	hcGAS lum	mcGAS inh
CCc1ccc2occ(CC(=O)NCc3cccnc3N(C)C)c2c1	20	2	/
CC(C)(C)OC(=O)NCCCCCC(=O)NCCSC1Sc2ccccc2NC1=O (stereo not given)	3	-1	0
c1ccc(Cc2nc(C34CC5CC(C3)CC(n3cncn3)(C5)C4)n[nH]2)cc1	-6	-7	-13
O=C(NCCc1ccc(Br)s1)C1CCC1	-2	-16	-7
C=CCc1c(C)nc(SC(C)C)[nH]c1=O	6	1	-3
